PREPL inhibitor: human PREPL enzyme inhibition; Q4J6C6; recombinant PREPL, fluorescence polarization activity-based probe; inhibition, % at 5.96 µM; actives 0.68% (n = 320,000); AID 2751; in the data active means inhibition above about 43%;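 further: 0% = enzyme with DMSO and 100% = wells lacking enzyme; many of its hits are not listed in these tables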
Target sequence (Q4J6C6 whole entry, looked up): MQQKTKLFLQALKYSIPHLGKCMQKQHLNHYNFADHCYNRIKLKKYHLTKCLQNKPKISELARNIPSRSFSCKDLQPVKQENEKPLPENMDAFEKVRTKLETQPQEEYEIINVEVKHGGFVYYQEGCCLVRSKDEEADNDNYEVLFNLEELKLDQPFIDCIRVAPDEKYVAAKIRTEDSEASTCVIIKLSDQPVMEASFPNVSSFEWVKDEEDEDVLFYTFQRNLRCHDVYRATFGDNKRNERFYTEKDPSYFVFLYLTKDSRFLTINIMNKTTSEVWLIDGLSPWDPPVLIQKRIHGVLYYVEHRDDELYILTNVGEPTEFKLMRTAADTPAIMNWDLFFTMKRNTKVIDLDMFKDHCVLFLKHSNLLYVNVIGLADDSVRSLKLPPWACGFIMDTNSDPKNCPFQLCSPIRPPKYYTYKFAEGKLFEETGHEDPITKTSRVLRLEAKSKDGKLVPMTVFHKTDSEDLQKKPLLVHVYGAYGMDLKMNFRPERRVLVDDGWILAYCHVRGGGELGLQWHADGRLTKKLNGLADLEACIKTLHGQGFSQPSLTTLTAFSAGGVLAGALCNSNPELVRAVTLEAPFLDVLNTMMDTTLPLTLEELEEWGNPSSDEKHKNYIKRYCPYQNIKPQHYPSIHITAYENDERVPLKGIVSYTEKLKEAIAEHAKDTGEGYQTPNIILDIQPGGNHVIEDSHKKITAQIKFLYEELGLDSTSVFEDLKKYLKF
GSTO1 inh: blocks human GSTO1 in RBBP9 counter-screen; inhibition, % at 5.96 µM; AID 1974; P78417; actives 1.1% (n = 300,000); recombinant GSTO1, activity-based probe fluorescence polarization;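 active means inhibition above the campaign mean inhibition plus 3 SD, cut at about 35% in these data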;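 further: 0% = GSTO1-1 with DMSO and 100% = wells lacking GSTO1-1 enzyme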
PAFAH2 FP inh: inhibitors of human PAFAH2 | actives 0.99% (n = 340,000) | Q99487 | recombinant PAFAH2, FP-rhodamine activity probe, fluorescence polarization | inhibition, % at 3.39 µM;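 active means inhibition above the mean over all tested compounds plus 3 SD, cut at about 30% in these data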;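 further: inhibitors block probe labeling of enzyme so polarization drops; 0% = enzyme with DMSO and 100% = wells lacking PAFAH2 protein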
PAD4 FP inh: blocks human protein arginine deiminase 4; Q9UM07; recombinant PAD4, RCA probe fluorescence polarization; inhibition, % at 6.36 µM; actives 0.41% (n = 330,000);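 active means percent inhibition above a cutoff equal to the mean of all tested compounds plus 3 SD, cut at about 15% in these data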;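 further: 0% = PAD4 with RCA probe and DMSO and 100% = probe without PAD4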
LYPLA2 inh: LYPLA2 (human) inhibition in PME1 counter-screen | actives 0.38% (n = 320,000) | O95372 | recombinant LYPLA2, FP-Rh probe fluorescence polarization | inhibition, % at 5.9 µM;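 active means inhibition above the screen-wide mean plus 3 SD, limit set per campaign, cut at about 26% in these data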;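 further: 0% = LYPLA2 with DMSO and 100% = wells lacking LYPLA2 enzyme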
LYPLA1 inh: counter-screen for PME1 inhibitors: inhibitors of human LYPLA1 | recombinant LYPLA1, FP-Rh probe fluorescence polarization | inhibition, % at 5.9 µM | actives 0.16% (n = 320,000) | AID 2174;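 active means inhibition above the mean of all tested compounds plus 3 SD, set per campaign, cut at about 14% in these data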;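 further: inhibitors block serine hydrolase probe labeling of LYPLA1 so polarization falls; 0% = enzyme with DMSO and 100% = wells lacking LYPLA1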
Target sequence (O75608 whole entry, looked up): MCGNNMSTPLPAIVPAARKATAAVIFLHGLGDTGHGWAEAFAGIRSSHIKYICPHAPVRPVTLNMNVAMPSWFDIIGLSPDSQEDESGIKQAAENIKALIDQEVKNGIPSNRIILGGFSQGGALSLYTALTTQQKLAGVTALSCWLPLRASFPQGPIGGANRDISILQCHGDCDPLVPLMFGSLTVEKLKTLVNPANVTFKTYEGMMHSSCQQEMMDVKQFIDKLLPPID
pPAFAH FP inh: pPAFAH (human) enzyme inhibition; inhibition, % at 3.39 µM; actives 1.5% (n = 330,000); Q13093; recombinant pPAFAH, FP-rhodamine probe fluorescence polarization;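 active means inhibition above the mean inhibition across the screen plus 3 SD, cut at about 25% in these data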;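 further: inhibitors block binding of the rhodamine activity-based probe so polarization drops; 0% = enzyme with DMSO and 100% = wells lacking pPAFAH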
PAFAH1B2 inh: blocks human PAF acetylhydrolase 1b catalytic subunit 2. P68402. recombinant PAFAH1B2, FP-rhodamine activity probe, fluorescence polarization. inhibition, % at 3.39 µM. actives 1.2% (n = 340,000);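 active means inhibition above the mean of all tested compounds plus 3 SD, cut at about 24% in these data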;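 further: 0% = enzyme with DMSO and 100% = wells lacking PAFAH1B2; many of its hits are not listed in these tables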
PAFAH1B3 FP inh: PAFAH1B3 (human) inhibition | recombinant PAFAH1B3, FP-rhodamine probe, fluorescence polarization | inhibition, % at 3.39 µM | Q15102 | actives 0.28% (n = 340,000);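 active means inhibition above the screen-wide average of all tested compounds plus 3 SD, cut at about 25% in these data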;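 further: 0% = enzyme with DMSO only and 100% = wells lacking PAFAH1B3 protein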
Starred values were filed as active, the others as inactive.

`O=S(=O)(NC(=S)c1ccccc1)c1ccccc1` gave PREPL inhibitor -2, GSTO1 inh -4, PAFAH2 FP inh 4, PAD4 FP inh 9, LYPLA2 inh 0, LYPLA1 inh 3, pPAFAH FP inh 5, PAFAH1B2 inh 5 and PAFAH1B3 FP inh -1.
For CN(C(=O)CS(=O)(=O)c1cn(CC(=O)N2CCCC2)c2ccccc12)c1ccccc1 the results were PREPL inhibitor 0, GSTO1 inh -3, PAFAH2 FP inh 1, PAD4 FP inh -7, LYPLA2 inh 4, LYPLA1 inh 3, pPAFAH FP inh 6, PAFAH1B2 inh 4 and PAFAH1B3 FP inh -3.
Cc1ccccc1NC(=O)CSc1nnc(Cc2cccn2C)n1-c1ccc(F)cc1 was read as PREPL inhibitor -3, GSTO1 inh -4, PAFAH2 FP inh 8, PAD4 FP inh -4, LYPLA2 inh -5, LYPLA1 inh 4, pPAFAH FP inh 7, PAFAH1B2 inh 7 and PAFAH1B3 FP inh 1.
`COc1cccc(C2=NOC(C(=O)NC3CCCCC3)C2)c1` (centres undefined) gave PREPL inhibitor 8, GSTO1 inh 0, PAFAH2 FP inh 3, PAD4 FP inh 2, LYPLA2 inh 9, LYPLA1 inh 4, pPAFAH FP inh 3, PAFAH1B2 inh 4 and PAFAH1B3 FP inh 9.
For COC(=O)c1c(NC(=O)CN2CCN(S(=O)(=O)c3ccccc3)CC2)sc2c1CCC(C)C2 (centres undefined) the results were PREPL inhibitor 13, GSTO1 inh 7, PAD4 FP inh -4, LYPLA2 inh 4, LYPLA1 inh 0 and pPAFAH FP inh 0.
`CC(C)c1ccc2c(c1)C(c1ccc(N3CCOCC3)cc1)=NNC(c1cccs1)=N2` gave PREPL inhibitor 4, GSTO1 inh 7, PAFAH2 FP inh 1, PAD4 FP inh 1, LYPLA2 inh 2, LYPLA1 inh 0, pPAFAH FP inh 2, PAFAH1B2 inh 0 and PAFAH1B3 FP inh 2.
Screening O=C(O)CCSc1nnc(COc2cccc3cccnc23)n1-c1ccccc1 returned PREPL inhibitor -4, GSTO1 inh 0, PAFAH2 FP inh 7, PAD4 FP inh 0, LYPLA2 inh 1, LYPLA1 inh -2, pPAFAH FP inh 1, PAFAH1B2 inh 5 and PAFAH1B3 FP inh 6.
`COc1ccc(/C=N/Nc2nc(Nc3ccccc3)nc(N3CCCC3)n2)cc1` gave PREPL inhibitor 13, GSTO1 inh -5, PAFAH2 FP inh 4, PAD4 FP inh -5, LYPLA2 inh 15, LYPLA1 inh 2, pPAFAH FP inh 9, PAFAH1B2 inh -2 and PAFAH1B3 FP inh 4.
For Cc1ccc(S(=O)(=O)Nn2c(O)c(C=C3N=c4ccccc4=N3)sc2=S)cc1 the results were PREPL inhibitor 11, GSTO1 inh 13, PAFAH2 FP inh 9, PAD4 FP inh -1, LYPLA2 inh -4, LYPLA1 inh -2, pPAFAH FP inh 7, PAFAH1B2 inh 7 and PAFAH1B3 FP inh 1.
`O=C(Nc1ccccc1F)Nc1cc(S(=O)(=O)N2CCOCC2)ccc1N1CCCC1` gave PREPL inhibitor 4, GSTO1 inh -9, PAFAH2 FP inh 20, PAD4 FP inh 0, LYPLA2 inh -3, LYPLA1 inh 1, pPAFAH FP inh 4, PAFAH1B2 inh 1 and PAFAH1B3 FP inh 12.
`CCCCCC(=O)NC(=S)Nc1cccc(C(C)=O)c1` gave PREPL inhibitor -2, GSTO1 inh 1, PAFAH2 FP inh -1, PAD4 FP inh 3, LYPLA2 inh 11, LYPLA1 inh 3, pPAFAH FP inh 1, PAFAH1B2 inh -2 and PAFAH1B3 FP inh -3.
Screening O=C1CC(c2cccc(Cl)c2)CC(O)=C1C=NC1CCCC1 (centres undefined) returned PREPL inhibitor 5, GSTO1 inh -4, PAFAH2 FP inh -4, PAD4 FP inh 0, LYPLA2 inh 6, LYPLA1 inh 2, pPAFAH FP inh -1, PAFAH1B2 inh 7 and PAFAH1B3 FP inh 2.
Screening CCOc1cc(/C=N/NC(=O)c2cccnc2)ccc1OCc1ccc(C(=O)OC)o1 returned PREPL inhibitor 3, GSTO1 inh -5, PAFAH2 FP inh -2, PAD4 FP inh -2, LYPLA2 inh -2, LYPLA1 inh -2, pPAFAH FP inh 3, PAFAH1B2 inh -2 and PAFAH1B3 FP inh 4.
CCOC(=O)C1=CN(Cc2cccc(F)c2)S(=O)(=O)N(C)C1c1ccccc1 (centres undefined) was read as PAFAH2 FP inh -3, PAD4 FP inh 1, pPAFAH FP inh 5, PAFAH1B2 inh 2 and PAFAH1B3 FP inh 3.
COc1ccc(CNC(=O)c2onc(C)c2Cl)cc1 was read as PREPL inhibitor 8, GSTO1 inh 1, PAFAH2 FP inh -5, PAD4 FP inh -2, LYPLA2 inh 3, LYPLA1 inh -2, pPAFAH FP inh -3, PAFAH1B2 inh 4 and PAFAH1B3 FP inh 10.
For O=[N+]([O-])c1ccccc1S(=O)(=O)N1CCc2ccccc2C1 the results were PREPL inhibitor 5, GSTO1 inh -2, PAFAH2 FP inh 1, PAD4 FP inh -2, LYPLA2 inh -3, LYPLA1 inh -2, pPAFAH FP inh 2, PAFAH1B2 inh 11 and PAFAH1B3 FP inh 13.
`O=C(Oc1cccc2cccnc12)c1cccc([N+](=O)[O-])c1` gave PREPL inhibitor 1, GSTO1 inh 16, PAFAH2 FP inh -1, PAD4 FP inh -5, LYPLA2 inh -14, LYPLA1 inh -2, pPAFAH FP inh 0, PAFAH1B2 inh -3 and PAFAH1B3 FP inh 7.
For COC(=O)c1ccc(Oc2nc(C(N)=O)cc(-c3ccccc3)n2)cc1 the results were PREPL inhibitor 2, GSTO1 inh 3, PAFAH2 FP inh 3, PAD4 FP inh -1, LYPLA2 inh -1, LYPLA1 inh -2, pPAFAH FP inh 1, PAFAH1B2 inh 2 and PAFAH1B3 FP inh 12.
For COc1cc(OC)cc(C(=O)NCC(=O)OC(C)C(=O)NC(C)C2CC3CCC2C3)c1 (centres undefined) the results were PREPL inhibitor 10, PAFAH2 FP inh 5, PAD4 FP inh 0, pPAFAH FP inh 7, PAFAH1B2 inh 7 and PAFAH1B3 FP inh 1.
COc1ccccc1C(C)NC(=O)c1ccc(NC(=O)CC2SC(N3CCCC3)=NC2=O)cc1 (centres undefined) was read as PREPL inhibitor 19, PAFAH2 FP inh -2, PAD4 FP inh 1, LYPLA2 inh 1, LYPLA1 inh -4, pPAFAH FP inh -2, PAFAH1B2 inh -2 and PAFAH1B3 FP inh 0.
For Cc1ccc(C)c(S(=O)(=O)NCC(=O)Nc2sc3c(c2C(N)=O)CCC(C)C3)c1 (centres undefined) the results were PREPL inhibitor 11, GSTO1 inh -1, PAFAH2 FP inh 0, PAD4 FP inh -4, LYPLA2 inh 6, LYPLA1 inh 4, pPAFAH FP inh 4, PAFAH1B2 inh 1 and PAFAH1B3 FP inh 1.
For CSCc1cc(N(C)C)nc(SCc2ccc(Cl)cc2Cl)n1 the results were PREPL inhibitor 6, GSTO1 inh 4, PAFAH2 FP inh -3, PAD4 FP inh 6, LYPLA2 inh -5, LYPLA1 inh -5, pPAFAH FP inh 3, PAFAH1B2 inh -2 and PAFAH1B3 FP inh -1.
For O=C(N/N=C/c1cc([N+](=O)[O-])ccc1O)c1c[nH]c2ccccc12 the results were PREPL inhibitor 15, GSTO1 inh -7, PAFAH2 FP inh 4, PAD4 FP inh 4, LYPLA2 inh -9, LYPLA1 inh -5, pPAFAH FP inh 13, PAFAH1B2 inh 4 and PAFAH1B3 FP inh 22.
`O=C(CN(Cc1ccccc1Cl)C(=O)c1ccc(CN2CCOCC2)o1)NCC1CCCO1` (centres undefined) gave PREPL inhibitor 1, GSTO1 inh 2, PAFAH2 FP inh -3, PAD4 FP inh -4, LYPLA2 inh -1, LYPLA1 inh -1, pPAFAH FP inh 8, PAFAH1B2 inh 1 and PAFAH1B3 FP inh -4.
`COc1ccc(N2CCN(C(=O)c3ccc(-c4nc5ccccc5s4)o3)CC2)cc1` gave PREPL inhibitor 12, PAFAH2 FP inh 1, PAD4 FP inh 2, LYPLA2 inh 6, LYPLA1 inh 2, pPAFAH FP inh 9, PAFAH1B2 inh -2 and PAFAH1B3 FP inh 5.
For Cc1cccc(-c2ccc(C=Nc3c(C)n(C)n(-c4ccccc4)c3=O)o2)c1 the results were PREPL inhibitor 25, GSTO1 inh 7, PAFAH2 FP inh 3, PAD4 FP inh -4, LYPLA2 inh 7, LYPLA1 inh 1, pPAFAH FP inh 15, PAFAH1B2 inh 7 and PAFAH1B3 FP inh 8.
CC1CN(C(=O)c2scc3c2OCCO3)CC(C)O1 (centres undefined) was read as PREPL inhibitor 5, GSTO1 inh -9, PAFAH2 FP inh -7, PAD4 FP inh -4, LYPLA2 inh 2, LYPLA1 inh 1, pPAFAH FP inh 4, PAFAH1B2 inh 7 and PAFAH1B3 FP inh 4.
For Cc1ccccc1Nc1nc(-c2sc(NC(=O)c3cccc(Cl)c3)nc2C)cs1 the results were PREPL inhibitor 8, GSTO1 inh -27, PAD4 FP inh -7, LYPLA2 inh -7, LYPLA1 inh -12 and pPAFAH FP inh 14.
Screening O=S(=O)(c1ccc(Br)s1)N1CCc2ccccc2C1 returned PREPL inhibitor -6, GSTO1 inh -6, PAFAH2 FP inh -2, PAD4 FP inh 2, LYPLA2 inh -11, LYPLA1 inh -1, pPAFAH FP inh 6, PAFAH1B2 inh 18 and PAFAH1B3 FP inh 8.
Cc1cc(CSc2ccccc2)ccc1NC(=O)c1ccc(CN2CCOCC2)cc1 was read as PREPL inhibitor 1, GSTO1 inh -5, PAFAH2 FP inh -1, PAD4 FP inh -6, LYPLA2 inh 6, LYPLA1 inh -1, pPAFAH FP inh 2, PAFAH1B2 inh 2 and PAFAH1B3 FP inh -1.
`COc1ccc(C(=O)NNC(=O)CSc2nnc3ccccn23)cc1OC` gave PREPL inhibitor -1, PAFAH2 FP inh -1, PAD4 FP inh 6, pPAFAH FP inh -1, PAFAH1B2 inh 2 and PAFAH1B3 FP inh 1.
For Cc1cc(C)nc(SCc2cccc(C(=O)O)c2)n1 the results were PREPL inhibitor -2, GSTO1 inh 3, PAFAH2 FP inh 3, PAD4 FP inh 4, LYPLA2 inh 0, LYPLA1 inh -2, pPAFAH FP inh 3, PAFAH1B2 inh 1 and PAFAH1B3 FP inh 11.
For O=C(CSc1nc2ccccc2c(=O)n1CCCN1CCOCC1)Nc1cccc(S(=O)(=O)N2CCCCCC2)c1 the results were PREPL inhibitor 0, GSTO1 inh -6, PAFAH2 FP inh 5, PAD4 FP inh 3, LYPLA2 inh 0, LYPLA1 inh -2, pPAFAH FP inh 7, PAFAH1B2 inh 5 and PAFAH1B3 FP inh 7.
Screening Cc1c(C(=O)N2CCCC2)c(S(=O)(=O)NCC(C)c2ccccc2)c(C)n1C (centres undefined) returned PREPL inhibitor 4, GSTO1 inh -3, PAFAH2 FP inh 0, PAD4 FP inh -1, LYPLA2 inh -7, LYPLA1 inh 1, pPAFAH FP inh 9, PAFAH1B2 inh 11 and PAFAH1B3 FP inh -3.
CC(=O)C1=NOC(CNC(=O)c2c(-c3ccccc3Cl)noc2C)C1 (centres undefined) was read as PREPL inhibitor -3, GSTO1 inh 5, PAFAH2 FP inh -2, PAD4 FP inh -4, LYPLA2 inh -1, LYPLA1 inh 0, pPAFAH FP inh -3, PAFAH1B2 inh 3 and PAFAH1B3 FP inh 6.

Assay outcomes from PubChem.

A portion of the library; count on the stated rates, not on these rows.
